Pf growth 48h = Primary qHTS for delayed death inhibitors of the malarial parasite plastid, 48 hour incubation; Potency, µM (titrated, usually from 28.7 µM), inactives show at the highest dose activity change, negative = inhibition, actives largely listed as inhibitors; P. falciparum luciferase growth in erythrocytes, 48 h; 5.9% of 310,000 active; also: potency is read from the fitted curve at half-maximal effect; % is scaled to controls: 0 for no effect and ±100 for the full control effect
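Growth was read as firefly luciferase luminescence after a 48 h, 37 C, 5% CO2 exposure of compounds to reporter-bearing P. falciparum cultures (0.1% parasitemia, 2% hematocrit final) in Albumax-supplemented RPMI 1640.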
LmPK inhibitor = qHTS Assay for Inhibitors of Leishmania Mexicana Pyruvate Kinase (LmPK). Q27686. purified LmPK, Kinase-Glo ATP luminescence, 1 h. 0.37% of 290,000 active. Potency, µM (highest dose often 57.5 µM), for the others: at the highest dose activity change, negative = inhibition, hits mostly inhibitors; also: potency is read from the fitted curve at half-maximal effect; % is scaled to controls: 0 for no effect and ±100 for the full control effect
Target sequence (Q27686 whole entry, looked up): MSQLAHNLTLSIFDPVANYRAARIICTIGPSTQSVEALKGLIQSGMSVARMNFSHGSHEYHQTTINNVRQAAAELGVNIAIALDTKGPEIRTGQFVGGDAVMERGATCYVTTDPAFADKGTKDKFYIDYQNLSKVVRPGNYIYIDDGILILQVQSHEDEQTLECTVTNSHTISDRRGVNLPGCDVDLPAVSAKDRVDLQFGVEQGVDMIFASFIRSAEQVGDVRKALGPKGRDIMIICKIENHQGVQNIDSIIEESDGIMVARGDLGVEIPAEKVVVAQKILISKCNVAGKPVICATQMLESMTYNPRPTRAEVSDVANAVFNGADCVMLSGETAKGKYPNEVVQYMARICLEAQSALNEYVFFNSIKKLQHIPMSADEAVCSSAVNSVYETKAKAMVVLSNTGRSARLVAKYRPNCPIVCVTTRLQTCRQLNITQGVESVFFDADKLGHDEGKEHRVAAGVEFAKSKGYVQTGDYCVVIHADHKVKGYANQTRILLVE
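Purified LmPK (0.1 nM) converted ADP (0.1 mM) to ATP with PEP (0.5 mM) in imidazole buffer pH 7.2 with KCl and MgCl2, 1 h at room temperature. ATP was read by Kinase-Glo luminescence; data normalized to uninhibited and no-enzyme controls.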
AmpC no deterg = qHTS Inhibitors of AmpC Beta-Lactamase (assay without detergent). AmpC nitrocefin hydrolysis, absorbance 480 nm, 0.0001% Triton. P00811. Potency, µM (top dose mostly 57.1 µM), for the others: at the top dose activity change, negative = inhibition, hits mostly inhibitors. 0.52% of 330,000 active. AID 485341, 2010;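 also: potency is read from the fitted curve at half-maximal effect; plate controls were no compound for no effect and no enzyme for full effect; nearly all actives have a fitted effect of over 20% in size; some results filed as inactive show a strong effect at the top dose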
Target sequence (P00811 whole entry, looked up): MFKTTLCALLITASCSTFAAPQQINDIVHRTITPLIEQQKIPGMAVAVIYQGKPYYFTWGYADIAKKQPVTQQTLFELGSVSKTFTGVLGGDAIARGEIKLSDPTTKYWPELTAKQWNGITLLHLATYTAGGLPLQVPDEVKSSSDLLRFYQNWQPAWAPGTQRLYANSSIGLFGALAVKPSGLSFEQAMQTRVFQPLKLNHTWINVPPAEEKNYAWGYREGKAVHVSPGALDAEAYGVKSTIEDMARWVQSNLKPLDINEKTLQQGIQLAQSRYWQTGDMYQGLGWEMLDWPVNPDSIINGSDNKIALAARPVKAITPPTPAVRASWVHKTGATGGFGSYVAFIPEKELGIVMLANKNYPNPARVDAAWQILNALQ
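AmpC (5.3 nM in the dispensed reagent) in 20 mM phosphate pH 7.0 with 0.01% (detergent screen) or 0.0001% Triton X-100 was preincubated with compounds for 15 min at room temperature. Nitrocefin was then added from an 800 uM solution, and hydrolysis was followed at 480 nm.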
Tb PYK inh = qHTS of Trypanosoma Brucei Inhibitors | pyruvate kinase (Trypanosoma brucei), Q57TT1 | 0.12% of 410,000 active | Potency, µM (series often up to 76.8 µM), without a hit: at the top dose activity, negative = inhibition, usual class: inhibitors | TbPYK enzyme, Kinase-Glo Plus ATP luminescence, 45 min | AID 624173, 2012; also: potency is read from the fitted curve at half-maximal effect; % is scaled to controls: 0 for no effect and ±100 for the full control effect; nearly all actives have a fitted effect of over 50% in size
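Glycolytic pyruvate kinase of T. brucei was incubated with substrate, test compound and 130 uM ADP for 45 minutes at room temperature. Luminescent Kinase-Glo Plus signal was measured after 10 minutes.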
Shiga inhibitor = A qHTS for Small Molecule Inhibitors of Shiga Toxin; 9.2% of 290,000 active; inhibition, % at 38.7 µM; Vero cells, Shiga toxin protein synthesis inhibition reporter; AID 2315, 2010; in the data active = inhibition mostly above about 28%, no sharp cut-off; inactive = mostly below about 43%; also: 0% is about no effect
Pf growth 96h = Primary qHTS for delayed death inhibitors of the malarial parasite plastid, 96 hour incubation | P. falciparum luciferase reporter growth, 96 h | AID 504834, 2011 | 6.9% of 320,000 active | Potency, µM (titrated, usually from 28.7 µM), for the others: at the top dose activity change, negative = inhibition, usual class: inhibitors; also: potency is read from the fitted curve at half-maximal effect; % is scaled to controls: 0 for no effect and ±100 for the full control effect
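Plates of compound plus infected erythrocytes (2% hematocrit, 0.05% parasitemia final) incubate 96 hours, 37 C, 5% CO2. Detection reagent added; reduced luminescence from the parasites' luciferase reporter flags inhibition.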
CHX counter = Cycloheximide Counterscreen for Small Molecule Inhibitors of Shiga Toxin. cell reporter, cycloheximide protein synthesis inhibition counterscreen. max response, %. 12% of 300,000 active. AID 2314, 2010; in the data active = max response mostly above about 13%, no sharp cut-off; inactive = mostly below about 14%; also: read at 38.3 µM for the half of the compounds with a filed dose; 0% is about no effect
Active calls of the source: *; & = joins results of further samples; [ ] = remark or other dose. Unless noted, calls follow the shape of the dose curve; as a rule, active = well fitted curve in the direction sought with a large enough effect; inconclusive = small, poorly fitted or top-dose-only effect, or another doubt; inactive = no such curve, though single readings can be large; an effect the other way counts as inactive or inconclusive.

Start of the data: the first 4 records (preview)
How did Cc1ccc(NC(=O)Nc2ccc3oc(C)nc3c2)cc1 do in these assays?
Pf growth 48h: 293%[activator]; LmPK inhibitor: -4%; AmpC no deterg: 31%; Tb PYK inh: 0%; Shiga inhibitor: 144*; Pf growth 96h: 247%[activator]; CHX counter: 53*

Results for CC(=O)N1CCN(C(=O)c2ccc3oc(CCCc4ccccc4)nc3c2)CC1 ?
Pf growth 48h: 0%; LmPK inhibitor: 4%; AmpC no deterg: 89%[activator]; Tb PYK inh: -2%; Shiga inhibitor: 16; Pf growth 96h: 13µM*; CHX counter: 35*

How did Cc1ccc(C)c(OCc2cc(C(=O)N3CCOCC3)no2)c1 do in these assays?
Pf growth 48h: 37%[activator]; LmPK inhibitor: 3%; AmpC no deterg: 22%; Tb PYK inh: -2%; Shiga inhibitor: 58*; Pf growth 96h: inconclusive; CHX counter: 49*

Results for Cc1ccc(C(=O)N/C(=C\c2cn(S(=O)(=O)N(C)C)c3ccccc23)C(=O)NCCCn2ccnc2)cc1 ?
Pf growth 48h: inconclusive; LmPK inhibitor: 0%; AmpC no deterg: 193%[activator]; Tb PYK inh: 15%&-11%; Shiga inhibitor: -4; Pf growth 96h: -22%; CHX counter: 0

All compounds of this part (from the top)
How did Cc1ccc(NC(=O)Nc2ccc3oc(C)nc3c2)cc1 do in these assays?
Pf growth 48h: 293%[activator]; LmPK inhibitor: -4%; AmpC no deterg: 31%; Tb PYK inh: 0%; Shiga inhibitor: 144*; Pf growth 96h: 247%[activator]; CHX counter: 53*

Results for CC(=O)N1CCN(C(=O)c2ccc3oc(CCCc4ccccc4)nc3c2)CC1 ?
Pf growth 48h: 0%; LmPK inhibitor: 4%; AmpC no deterg: 89%[activator]; Tb PYK inh: -2%; Shiga inhibitor: 16; Pf growth 96h: 13µM*; CHX counter: 35*

How did Cc1ccc(C)c(OCc2cc(C(=O)N3CCOCC3)no2)c1 do in these assays?
Pf growth 48h: 37%[activator]; LmPK inhibitor: 3%; AmpC no deterg: 22%; Tb PYK inh: -2%; Shiga inhibitor: 58*; Pf growth 96h: inconclusive; CHX counter: 49*

Results for Cc1ccc(C(=O)N/C(=C\c2cn(S(=O)(=O)N(C)C)c3ccccc23)C(=O)NCCCn2ccnc2)cc1 ?
Pf growth 48h: inconclusive; LmPK inhibitor: 0%; AmpC no deterg: 193%[activator]; Tb PYK inh: 15%&-11%; Shiga inhibitor: -4; Pf growth 96h: -22%; CHX counter: 0

Results for Cc1occc1C(=O)Nc1nccs1 ?
Pf growth 48h: 24%; LmPK inhibitor: -12%; AmpC no deterg: -11%; Tb PYK inh: -10%; Shiga inhibitor: 34; Pf growth 96h: inconclusive; CHX counter: 8

How did CCOC(=O)Cc1csc(NC(=O)c2c(O)c3c(n(CC(C)C)c2=O)CCCC3)n1 do in these assays?
Pf growth 48h: 9%; LmPK inhibitor: 3%; AmpC no deterg: 98%[activator]; Tb PYK inh: -3%; Shiga inhibitor: 4; Pf growth 96h: 69%[activator]; CHX counter: -4

How did COc1ccc(OC)c(NC(=O)Cn2c(CCC(=O)O)ccc2-c2ccccc2)c1 do in these assays?
Pf growth 48h: -4%; LmPK inhibitor: -1%; AmpC no deterg: -43%; Tb PYK inh: 3%&-13%; Shiga inhibitor: -8; Pf growth 96h: 6%; CHX counter: -6

Results for CCOC(=O)C1=C(C)OC(N)=C(C#N)C1c1cccs1 (stereo not drawn) ?
Pf growth 48h: -12%; LmPK inhibitor: -2%; AmpC no deterg: -32%; Tb PYK inh: -11%; Shiga inhibitor: -8; Pf growth 96h: -8%; CHX counter: -2

How did O=C(Nc1nnc(-c2ccncc2)s1)C1CCCO1 (stereo not drawn) do in these assays?
Pf growth 48h: 46%[activator]; LmPK inhibitor: 2%; AmpC no deterg: -28%; Tb PYK inh: 5%; Shiga inhibitor: 35*; CHX counter: 17*

Results for CCOC(=O)C1CCN(S(=O)(=O)c2ccc(C)c(C(=O)NC3CCCCC3)c2)CC1 ?
Pf growth 48h: 15%; LmPK inhibitor: -4%; AmpC no deterg: -7%; Tb PYK inh: -11%; Shiga inhibitor: -6; Pf growth 96h: inconclusive; CHX counter: -3

Results for CCc1nc(C)ccc1OCC(=O)NCCCN(C)C ?
Pf growth 48h: 13%; LmPK inhibitor: -18%; AmpC no deterg: -24%; Tb PYK inh: 27%; Shiga inhibitor: 17; Pf growth 96h: -4%; CHX counter: 7

What do the screens show for `Cc1cnn(C(=S)NCc2ccco2)c1`?
Pf growth 48h: 4%; LmPK inhibitor: 0%; AmpC no deterg: -3%; Tb PYK inh: -2%; Shiga inhibitor: 18; CHX counter: -1

Results for Cn1cc(C(=O)NCc2ccc(Cl)cc2)c(=O)c2cc(S(=O)(=O)N3CCOCC3)ccc21 ?
Pf growth 48h: inconclusive; LmPK inhibitor: 4%; AmpC no deterg: -6%; Tb PYK inh: -1%; Shiga inhibitor: -14; Pf growth 96h: 6%; CHX counter: -1

Results for O=C(Nc1cccn(Cc2c(Cl)cccc2Cl)c1=O)C1CC1 ?
Pf growth 48h: 0%; LmPK inhibitor: 10%; AmpC no deterg: -21%; Tb PYK inh: 1%; Shiga inhibitor: -3; Pf growth 96h: -15%; CHX counter: 8

Results for CCOC(=O)N1CCN(CC(O)COCc2ccc(OC)c(OC)c2)CC1 (stereo not drawn) ?
Pf growth 48h: -4%; LmPK inhibitor: -2%; AmpC no deterg: -18%; Tb PYK inh: -1%; Shiga inhibitor: -9; Pf growth 96h: 18%; CHX counter: -4

How did CCCCC(NC(=O)CCc1c(C)c2cc3c4c(oc3c(C)c2oc1=O)CCCC4)C(=O)O (stereo not drawn) do in these assays?
Pf growth 48h: -9%; LmPK inhibitor: -1%; AmpC no deterg: 106%[activator]; Tb PYK inh: 0%; Shiga inhibitor: -1; Pf growth 96h: 0%; CHX counter: 4

What do the screens show for `c1coc(-c2nc3nc4ccccc4nc3n2-c2ccc3c(c2)OCCO3)c1`?
Pf growth 48h: inconclusive; LmPK inhibitor: 3%; AmpC no deterg: 1%; Tb PYK inh: -1%; Shiga inhibitor: 25; Pf growth 96h: inconclusive; CHX counter: 3

How did C1CCC2(CC1)OCC1(CO2)COC2(CCCCC2)OC1 do in these assays?
Pf growth 48h: 5%; LmPK inhibitor: 2%; Tb PYK inh: 8%; Shiga inhibitor: -3; CHX counter: -3

What do the screens show for `COc1ccc(CNC(=O)C2CCC(CNS(=O)(=O)c3cccc4cccnc34)CC2)cc1` (stereo not drawn)?
Pf growth 48h: -27%; LmPK inhibitor: -2%; AmpC no deterg: 18%; Tb PYK inh: 4%; Shiga inhibitor: 2; Pf growth 96h: 7%; CHX counter: -2

Results for CCN(CC)CCC/C(=N\O)C(O)(c1ccccc1)c1ccccc1 ?
Pf growth 48h: inconclusive; LmPK inhibitor: -1%; AmpC no deterg: -20%; Tb PYK inh: 2%; Shiga inhibitor: -5; Pf growth 96h: 31%[activator]; CHX counter: -3

How did COCCNC(=O)c1cnn2c(C(F)(F)F)cc(-c3ccc4c(c3)OCO4)nc12 do in these assays?
Pf growth 48h: 1%; LmPK inhibitor: -1%; AmpC no deterg: -7%; Tb PYK inh: -2%; Shiga inhibitor: -4; Pf growth 96h: -27%; CHX counter: -1

How did O=C(O)CCc1cccnc1 do in these assays?
Pf growth 48h: 1%; LmPK inhibitor: 0%; AmpC no deterg: -3%; Tb PYK inh: -2%; Shiga inhibitor: -5; Pf growth 96h: inconclusive; CHX counter: 3

How did COc1cc(OC)nc(NC(=O)CCl)n1 do in these assays?
Pf growth 48h: 7%; LmPK inhibitor: -1%; Tb PYK inh: 4%; Shiga inhibitor: 2; Pf growth 96h: 4%; CHX counter: -3

Results for CNC(=O)C(=O)NCC1OCCCN1S(=O)(=O)c1ccc2c(c1)OCCO2 (stereo not drawn) ?
Pf growth 48h: -9%; LmPK inhibitor: 0%; AmpC no deterg: 2%; Tb PYK inh: -5%; Shiga inhibitor: -8; Pf growth 96h: inconclusive; CHX counter: 5

How did Cc1cc(C(=O)CSc2nnc(-c3ccco3)o2)c(C)n1Cc1ccco1 do in these assays?
Pf growth 48h: -11%; LmPK inhibitor: 4%; AmpC no deterg: -6%; Tb PYK inh: 0%; Shiga inhibitor: 96*; Pf growth 96h: inconclusive; CHX counter: 31*

What do the screens show for `CC1=NN(c2ccc(F)cc2)C(=O)C1C(c1cccc(O)c1)c1c(C)[nH]n(-c2ccc(F)cc2)c1=O` (stereo not drawn)?
Pf growth 48h: -8%; LmPK inhibitor: -3%; AmpC no deterg: -32%; Tb PYK inh: 8%; Shiga inhibitor: -11; Pf growth 96h: 70%[activator]; CHX counter: 14

How did O=C(CCNS(=O)(=O)c1ccc(Br)cc1)N1CCCCCCC1 do in these assays?
Pf growth 48h: 22%; AmpC no deterg: -23%; Tb PYK inh: -4%; Pf growth 96h: 2%

Results for Cc1ccccc1OCCNC(=O)/C=C/c1ccc([N+](=O)[O-])cc1 ?
Pf growth 48h: 20%; LmPK inhibitor: 1%; AmpC no deterg: -18%; Tb PYK inh: -8%; Shiga inhibitor: 12; Pf growth 96h: 35%[activator]; CHX counter: -1

How did Clc1ccccc1-c1nc(/C=N/N2CCOCC2)c2ccccn12 do in these assays?
Pf growth 48h: -4%; LmPK inhibitor: -1%; AmpC no deterg: 11%; Tb PYK inh: 1%; Shiga inhibitor: 27; Pf growth 96h: 35%[activator]; CHX counter: 7

What do the screens show for `Nc1nc(COC(=O)C2CC(=O)N(Cc3ccccc3)C2)nc(Nc2ccccc2)n1` (stereo not drawn)?
Pf growth 48h: -7%; AmpC no deterg: 16%; Tb PYK inh: 3%; Pf growth 96h: inconclusive

Results for CN(C)C=Nc1ncc2c3ccccc3n(CCN(C)C)c2c1C#N ?
Pf growth 48h: inconclusive; LmPK inhibitor: 1%; AmpC no deterg: 6%; Tb PYK inh: 2%; Shiga inhibitor: -12; Pf growth 96h: -97%; CHX counter: -5

Results for CCc1cc2ccc(OC)cc2nc1SCC(=O)NNC(C)=O ?
Pf growth 48h: 55%[activator]; LmPK inhibitor: 7%; AmpC no deterg: 5%; Tb PYK inh: 5%; Shiga inhibitor: 21; Pf growth 96h: 47%[activator]; CHX counter: 1

Results for CCOC(=O)c1nc(-c2ccccc2)oc1N1CCOCC1 ?
Pf growth 48h: -5%; LmPK inhibitor: 0%; AmpC no deterg: -19%; Tb PYK inh: -4%; Shiga inhibitor: -29; Pf growth 96h: 1%; CHX counter: -2
